Bioassay records from PubChem BioAssay.
B2AR arrestin = beta2AR (human) beta-arrestin recruitment activity | AID 492947 | hit rate 0.02% among 330,000 | Potency, µM (highest dose often 46.1 µM), for inactives: top-dose activation, most hits filed as activators | beta-arrestin recruitment to beta2AR, cell-based reporter;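 note: potency is the fitted concentration of half-maximal effect; 0% = DMSO controls and full agonism = EC100 isoproterenol or metaproterenol; nearly all actives have a fitted effect of over 65% in size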
TRPV1 agonist = human TRPV1 agonism | hit rate 0.19% among 320,000 | activation, % at 8.33 µM | Q8NER1 | TRPV1-expressing cells, Fluo-8 calcium influx, agonist mode; in the data active = activation above about 80%; inconclusive = between about 30% and that limit; note: 0% is about no effect
Target sequence (Q8NER1 whole entry, looked up): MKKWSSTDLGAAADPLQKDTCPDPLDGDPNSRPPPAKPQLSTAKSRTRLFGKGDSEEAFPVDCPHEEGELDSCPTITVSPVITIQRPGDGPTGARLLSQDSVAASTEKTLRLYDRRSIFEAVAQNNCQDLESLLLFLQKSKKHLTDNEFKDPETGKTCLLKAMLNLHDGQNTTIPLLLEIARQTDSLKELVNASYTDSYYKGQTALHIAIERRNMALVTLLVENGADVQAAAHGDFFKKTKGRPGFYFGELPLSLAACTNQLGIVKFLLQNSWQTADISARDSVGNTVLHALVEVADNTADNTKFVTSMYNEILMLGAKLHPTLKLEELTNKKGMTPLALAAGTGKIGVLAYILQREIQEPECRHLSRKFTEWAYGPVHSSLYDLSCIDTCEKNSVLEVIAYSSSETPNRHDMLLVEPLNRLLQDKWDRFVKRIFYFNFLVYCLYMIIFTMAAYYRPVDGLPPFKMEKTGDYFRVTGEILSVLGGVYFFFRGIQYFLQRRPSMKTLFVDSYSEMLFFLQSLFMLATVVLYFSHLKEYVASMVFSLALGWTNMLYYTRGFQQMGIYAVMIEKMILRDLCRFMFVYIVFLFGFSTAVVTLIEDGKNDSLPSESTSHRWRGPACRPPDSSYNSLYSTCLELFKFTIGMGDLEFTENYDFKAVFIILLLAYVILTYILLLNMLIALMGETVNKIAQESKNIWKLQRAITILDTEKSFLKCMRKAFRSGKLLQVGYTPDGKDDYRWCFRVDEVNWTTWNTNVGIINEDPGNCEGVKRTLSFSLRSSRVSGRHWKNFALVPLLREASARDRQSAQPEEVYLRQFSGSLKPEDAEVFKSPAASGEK
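Cells expressing TRPV1 were dye-loaded with Fluo-8 and read kinetically: 10 s baseline, 3 min after compound (agonist portion), then 2 min after EC20 capsaicin (allosteric enhancer portion). Calcium-bound dye fluorescence at 480/520 nm.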
a7 integrin act = activates integrin-mediated alleviation for muscular dystrophy; alpha7betagal myoblasts, beta-gal FDG fluorescence, 48 h; Potency, µM (top dose mostly 38.3 µM), for the others: at the highest dose activation, most hits filed as activators; hit rate 0.064% among 350,000; AID 624291;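 note: potency is the fitted concentration of half-maximal effect; 100% = response of the positive control SU9516; nearly all actives have a fitted effect of over 60% in size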
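alpha7betagal+/- myoblasts (passage 13, 250/well) treated 48 h at 37C with compounds at 1:260 dilution of DMSO stock. Lysed, then beta-galactosidase activity read as FDG fluorescence (ex 480/em 540) after 30 min, with pre-read for autofluorescence.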
BRCA1 expr up = BRCA1 expression activation | Potency, µM (top dose mostly 46.1 µM), inactives show at the top dose activation, hits mostly activators | MCF7-BRCA1-FFLuc reporter, luminescence, 48 h; response scale: scaled: vehicle 0%, 10 µM genistein 100% | hit rate 1.1% among 380,000 | AID 624202; note: potency is the fitted concentration of half-maximal effect; nearly all actives have a fitted effect of over 80% in size; some results filed as inactive show a strong effect at the top dose
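Cells: MCF7-BRCA1-FFLuc, 2000/well. Exposure: 48 h, 37 °C, 5% CO2. Read: luminescence, 15 min post-substrate. Controls: genistein 10 microM (maximal activation), DMSO (neutral).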
PTAP TSG101 blk = blocks PTAP/TSG101 interaction to inhibit HIV-1 budding. Q99816. Fluorescence polarization, FITC-PTAP peptide / Tsg101 binding. Potency, µM (doses to about 115 µM), without a hit: top-dose activity change, negative = inhibition, actives largely listed as inhibitors. 340,000 tested, under 10 active. AID 493005; active = well fitted inhibition curve with a large enough effect in the main read-out, with a control signal flat, not every such curve was filed as active; inconclusive = small, poorly fitted or top-dose-only effect, or effect the other way, or a change in a side signal; inactive = no such curve, though single readings can be large or run the other way; note: potency is the fitted concentration of half-maximal effect; % of control where 0% means no effect
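FP read-out: FITC-PTAP peptide, 50 nM final, binding Tsg101 binding domain, 10 uM final; 20 min, r.t.; 10 mM HEPES pH 7.5, 0.15 M NaCl, 0.01% Tween 20, 3 mM EDTA, 0.1 mM TCEP.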
ELG1 DNA repair = inhibitors of ELG1-dependent DNA repair in HEK293T cells; hit rate 2.3% among 330,000; HEK293T ELG1-luciferase reporter, luminescence, 16 h; DNA damage induced by 5-fluorouridine; Potency, µM (titrated, usually from 46.1 µM), for the others: top-dose activity change, negative = inhibition, hits mostly inhibitors; note: potency is the fitted concentration of half-maximal effect; % is set by controls: 0 for no effect and ±100 for the full control effect; nearly all actives have a fitted effect of over 55% in size
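Luminescence from the luciferase reporter, measured 30 min after ONE-Glo reagent at room temperature, was the read-out. Beforehand, 2,000 cells per well were exposed for 16 hr at 37 °C to 5-fluorouridine together with compound or vehicle.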
CXXC DNA block = inhibitors of human MLL CXXC domain-DNA interaction | MLL-CXXC / FITC-HOXA9 DNA fluorescence polarization | Potency, µM (top dose mostly 115 µM), without a hit: at the top dose activity change, negative = inhibition, usual class: inhibitors | hit rate 0.037% among 290,000; active = well fitted inhibition curve with a large enough effect in the polarisation, with a control signal flat, not every such curve was filed as active; inconclusive = small, poorly fitted or top-dose-only effect, or effect the other way, or a change in a side signal; inactive = no such curve, though single readings can be large or run the other way; the % refers to the polarisation; note: potency is the fitted concentration of half-maximal effect
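Purified MLL-CXXC (added from a 7 uM solution) was preincubated 5 min at ambient with pinned compounds in 50 mM Tris-HCl pH 7.5, 50 mM NaCl, 1 mM DTT, 0.05% BSA. Fluorescein-labeled HOX-A9 DNA (50 nM solution) followed, 30 min, then polarization read.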
p53 reactivator = mutant p53 re-activation in reporter cells. H1299 p53-A138V BP100-luciferase reporter, luminescence, 24 h. hit rate 0.063% among 320,000. Potency, µM (highest dose often 92.2 µM), for inactives: top-dose activity change, positive = activation, usual class: activators; note: potency is the fitted concentration of half-maximal effect; % of control where 0% means no effect; nearly all actives have a fitted effect of over 45% in size
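H1299 (p53-null), stable ts p53-A138V + BP100-Luc; 1000 cells/well, Opti-MEM/10% FBS; cpd 4 pt, 1:5; 24 h, 37 deg C, 5% CO2; detection reagent 10 min RT; luminescence.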
AT treatment = potential ataxia-telangiectasia treatment | AID 485349 | […] A-T fibroblasts, KAP-1 phosphorylation AlphaLISA; neocarzinostatin DNA damage 30 min before lysis | Potency, µM (top dose mostly 57.5 µM), for the others: at the highest dose activation, most hits filed as activators | hit rate 0.19% among 320,000; note: potency is the fitted concentration of half-maximal effect; % of control where 0% means no effect; nearly all actives have a fitted effect of over 45% in size
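ATM-like activity read as KAP-1 phosphorylation via AlphaLISA donor/acceptor antibody pairs after lysis and 6 hr at 25C. Cells were ATM-null patient fibroblasts ([…], hTERT), dosed 60 min, then exposed to the DSB inducer NCS for 30 min.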
TCR activator = T cell receptor activation; primary human leukocytes, anti-CD3, IL-2 HTRF, 48 h; Potency, µM (top dose mostly 9.22 µM), for the others: at the top dose activation of IL-2 secretion, most hits filed as activators; 330,000 tested, under 10 active; note: % of control where 0% means no effect
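Activity was scored as IL-2 release from primary human leukocytes given only a TCR signal (a-CD3 beads) plus compound for 48 hr. Detection used a two-antibody HTRF format read at 665nm.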
* hit, by the source's call; ? = inconclusive; / = not tested or not shown; [ ] = another dose, or the depositor's remark. Unless noted, calls come from the whole dose curve; as a rule, active = well fitted curve in the direction sought with a large enough effect; inconclusive = small, poorly fitted or top-dose-only effect, or another doubt; inactive = no such curve, though single readings can be large; an effect the other way counts as inactive or inconclusive.

SMILES	B2AR arrestin	TRPV1 agonist	a7 integrin act	BRCA1 expr up	PTAP TSG101 blk	ELG1 DNA repair	CXXC DNA block	p53 reactivator	AT treatment	TCR activator
COc1ccc(NC(=O)c2c([N+](=O)[O-])c(C(C)(C)C)nn2C)cc1	-0.3%	?	12.9%	3.4%	0.4%	?	3.2%	1.4%	-3.8%	-7.1%
COc1c(C)cc(C(=O)C2CCCN(C(=O)c3csc(C)n3)C2)cc1C (stereo unspecified)	-0.5%	8.6	-44.3%	-14.2%	-3.8%	-7.0%	-1.5%	-0.8%	1.0%	-2.2%
Cc1ccc(CNCC(O)(c2ccc(F)cc2)c2ccc(F)cc2)cc1	0.1%	1.7	-62.4%[inhibitor]	11.5%	2.4%	-4.0%	?	-0.9%	10.2%	-4.6%
O=C(Nc1ccnn1C1CCN(Cc2ccc(Cl)cc2)CC1)C1CCCC1	-0.3%	22.6	-2.0%	-17.8%	-1.3%	-6.6%	1.9%	11.6%	1.2%	-0.3%
COC(=O)c1cc(NC(=O)c2cccc(C(F)(F)F)c2)c(=O)oc1C/C=N/OCc1cccc(Cl)c1Cl	0.1%	1.5	-28.8%	-28.0%	24.0%	-1.3%	67.1%[activator]	-1.8%	/	-5.3%
Cc1ccc(C(=O)NC2CC3CCC(C2)N3Cc2ccco2)cc1 (stereo unspecified)	-0.6%	-0.8	-9.5%	-1.9%	-8.7%	4.1%	-17.8%	-1.6%	/	1.1%[46.1 µM]
CC(=O)c1ccc(N2CCC(c3cc(-c4ccc(Cl)cc4)n[nH]3)CC2)c([N+](=O)[O-])c1	0.1%	-0.2	-64.0%[inhibitor]	-84.2%	-6.4%	?	12.5%	2.6%	-7.4%	-2.7%
O=C(CCc1ccccc1)NC(=S)Nc1ccccc1[N+](=O)[O-]	-0.9%	-2.3	-16.2%	44.4%	-5.1%	10.2%	-6.0%	-4.4%	-2.1%	-4.0%
O=C(CCCCn1c(=O)c2ccccc2n(Cc2ccc(F)cc2Cl)c1=O)NCc1ccco1	-0.2%	9.1	-18.9%	-37.4%	-3.9%	?	?	0.2%	2.2%	-3.6%
CC(Sc1nnnn1C)C(=O)Nc1ccc(N2CCOCC2)cc1 (stereo unspecified)	0.4%	-1.0	-9.6%	39.0%	-0.7%	21.2%	-1.2%	7.7%	16.0%	/
Cc1c(C)c2cc(Cl)c(O)c(CN(C)C)c2oc1=O	-0.4%	0.2	-33.7%[7.66 µM]	-20.7%	-2.0%	-3.7%	-4.6%	-2.6%	7.7%	-8.2%
O=C1c2ccccc2C(=O)N1CCCOc1ccccc1	0.0%	21.4	13.7%	43.2%	0.8%	?	-0.2%	?	6.1%	1.0%
Cc1c(OC(C)C(=O)NCCCN2CCOCC2)ccc2c1oc(=O)c1ccccc12 (stereo unspecified)	0.1%	-2.0	4.7%	38.1%	-2.0%	7.3%	5.8%	-6.4%	1.4%	-7.5%
CCOc1cc2[nH]c(=S)n(CCCN3CCCC3=O)c(=O)c2cc1OCC	-0.3%	17.9	-6.5%	-5.9%	2.1%	-16.6%	-4.5%	6.6%	-14.1%	4.4%
CCc1ccccc1NC(=O)NCc1ccc2c(c1)OCO2	5.3%	-4.2	11.3%	10.0%	-8.5%	14.8%	?	-4.7%	10.7%	/
Cc1cc(C)nc(NC(=O)c2cc([N+](=O)[O-])cc([N+](=O)[O-])c2)n1	0.8%	2.6	-0.1%	-18.1%	-1.3%	10.9%	3.0%	-3.3%	1.4%	-19.2%
O=C(NC(Cc1ccccc1)C(=O)O)/C(=C/c1ccccc1)NC(=O)c1cccc(Br)c1 (stereo unspecified)	-0.2%	-4.5	1.6%	0.2%	-7.4%	6.4%	-6.8%	-1.2%	1.9%	-6.7%
CCOc1ccc(-c2cc(C(=O)N/N=C(\C)c3cccnc3)c3ccccc3n2)c(OCC)c1	0.3%	-7.1	34.0%	-20.9%	-1.6%	?	12.5%	-10.7%	6.1%	14.5%
CCOC(=O)C1=C(COC(=O)c2c(OC)cccc2OC)NC(=O)NC1C (stereo unspecified)	0.5%	3.1	16.4%	-7.9%	-12.4%	-18.3%	/	-4.8%	-2.7%	1.6%
Oc1ccc(-c2csc(Nc3ccc4c(c3)OCO4)n2)c(O)c1	/	/	-10.5%	?	-2.0%	/	/	/	/	-1.1%
NC(=O)C1Cc2ccccc2CN1C(=O)c1nn(Cc2ccccc2)c(=O)c2ccccc12 (stereo unspecified)	-0.1%	-2.1	0.9%	4.1%	2.4%	?	/	-10.3%	-0.2%	/
N#CCc1nn(-c2ccc(Cl)cc2)c(N)c1C#N	-0.7%	1.0	-2.7%	-34.2%	-1.5%	0.5%	6.6%	-2.4%	0.4%	4.0%
COc1ccc(NC(=S)N(Cc2ccc(Cl)cc2)Cc2ccc(C(=O)O)cc2)cc1Cl	-1.8%	7.8	7.6%	-1.9%	-3.9%	3.7%	12.9%	-1.7%	-1.8%	1.8%
CCCN(CCC)C(=O)CC(c1ccccc1)c1cc(C)ccc1O (stereo unspecified)	-0.2%	?	11.6%	-52.9%	-0.1%	?	?	10.7%	4.5%	/
COc1cccc(C(=O)Nc2ccc3c(c2)C(=O)c2ccccc2C3=O)c1	-1.8%	2.9	1.2%	?	-5.7%	?	8.9%	21.5%	-7.6%	-7.8%
CCN(CC)S(=O)(=O)c1ccc(/C=C/C(=O)OCC(=O)N(C)C)cc1	-0.1%	-0.1	3.4%	-16.3%	-3.8%	-8.8%	-26.4%	4.6%	7.2%	-18.0%
CCOc1cc(NC(=O)c2ccco2)c(OCC)cc1NC(=O)c1ccco1	-0.6%	7.1	22.5%	-5.5%	1.4%	-9.3%	-2.8%	1.0%	3.3%	-5.5%
CCOC(=O)N1CCN(C(=O)c2ccc(-n3c(=S)[nH]c4ccccc4c3=O)cc2)CC1	2.6%	-7.0	-44.7%	-19.0%	-2.3%	?	1.1%	-6.7%	6.1%	-3.3%[46.1 µM]
Cc1ccc(CN2C(=O)CSC2c2ccc(F)cc2)cc1 (stereo unspecified)	-1.1%	29.8	-12.8%	-33.5%	-2.8%	5.0%	14.7%	15.1%	-1.5%	-12.2%
Cc1cccc(Oc2ccccc2NC(=O)c2cnccn2)c1	-0.2%	22.3	0.8%	-9.7%	-1.1%	5.9%	2.9%	-1.3%	1.1%	2.2%
C=CCNS(=O)(=O)c1ccc(OCC(=O)OC)cc1	-0.2%	2.0	11.8%	-2.2%	0.5%	9.8%	0.1%	-1.0%	3.5%	-1.6%
Cc1cnc(C)c(N2CCN(Cc3nc(-c4ccc(C)o4)oc3C)CC2)n1	0.0%	2.2	-25.2%	-8.4%	0.9%	-18.7%	10.7%	-0.7%	-1.4%	0.2%
Cc1ccc(CNC(=O)c2ccc(OCC3CCCO3)cc2)cc1 (stereo unspecified)	-0.6%	-1.2	-9.1%	-1.6%	-1.6%	?	1.4%	21.2%	7.6%	2.2%[46.1 µM]
O=C(COC(=O)CNC(=O)c1ccccc1)Nc1ccc2c(c1)OCO2	0.4%	-9.4	?	16.9%	0.3%	5.0%	?	4.7%	9.0%	13.9%
CC(C)(C)OC(=O)N1CCC(CNC(=O)c2cccs2)CC1	-0.2%	11.3	-29.4%	0.0%	-3.1%	1.4%	-2.8%	-1.6%	-1.5%	-1.0%
Cc1cc(C(=O)N/N=C/c2c3ccccc3cc3ccccc23)n[nH]1	-0.6%	-0.5	-38.4%	-30.2%	-0.8%	-22.0%	14.2%	7.6%	11.7%	-3.8%

Single values from the results shown.
Under AT treatment, `Cc1ccc(CN2C(=O)CSC2c2ccc(F)cc2)cc1` (stereo unspecified) has the entry -1.5%
Under TRPV1 agonist, `Cc1cnc(C)c(N2CCN(Cc3nc(-c4ccc(C)o4)oc3C)CC2)n1` has the entry 2.2

The results go on.
SMILES	B2AR arrestin	TRPV1 agonist	a7 integrin act	BRCA1 expr up	PTAP TSG101 blk	ELG1 DNA repair	CXXC DNA block	p53 reactivator	AT treatment	TCR activator
NC(=O)c1ccsc1NC(=O)COC(=O)/C=C/c1ccccc1[N+](=O)[O-]	-0.6%	/	-46.9%[inhibitor]	-0.3%	0.3%	?	/	-0.4%	13.9%	5.9%[46.1 µM]
CCCNC(=O)C(=O)NCc1ccccn1	0.3%	1.1	4.3%	8.7%	-0.1%	7.9%	-9.6%	16.7%	-3.2%	-2.3%
Cc1ccccc1/C(N)=N/OC(=O)c1ccc(F)cc1	-0.1%	6.0	14.4%	30.0%	1.6%	?	30.9%[activator]	?	-6.3%	-2.4%
CC(C)Cc1ccc(C(C)C(=O)N2CCOCC2)cc1 (stereo unspecified)	0.0%	26.7	-4.1%	5.1%	-2.9%	4.4%	-4.6%	-11.4%	-0.1%	6.4%
O=C(NNC(=O)c1cccnc1)NC1CCCCC1	0.0%	-6.1	3.0%	1.9%	-3.6%	16.6%	4.5%	2.3%	1.8%	-2.2%
